Assay outcomes as filed in PubChem.
Diaphorase inh: diaphorase inhibition or chemical oxidation counter-screen | 0.69% of 190,000 active | inhibition, % at 20 µM | diaphorase resazurin-to-resorufin fluorescence, NADH, 16 min; bacterial (C. kluyveri) enzyme, not human;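 active = primary screen inhibition at 20 µM above a set limit, cut at about 50% in these data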;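 also: plate controls were DMSO with full reaction for no effect and wells lacking NADH for full effect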
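Benchmarks: positive control wells lacking NADH, neutral wells with DMSO only. System: bacterial diaphorase enzyme (C. kluyveri). Input: 0.14 U/mL diaphorase, enzyme working solution. Detection: resorufin fluorescence, excitation 544 nm, emission 590 nm. Times: 16-min room-temperature incubation before reading.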
STAT3 blocker: reduces IL-6 driven STAT3 reporter signal; 0.89% of 190,000 active; inhibition, % at 5.5 µM; U3A cells, IL-6 STAT3-luciferase reporter, luminescence; host cell line lacks STAT1;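 active = inhibition above the mean inhibition across all screened compounds plus 3 SD, cut at about 44% in these data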;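 also: 0% = DMSO only wells and 100% = 100 µM nifuroxazide control wells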
Hsp70 activator: switches on Hsp70 transcription; activation, % at 10 µM; HeLa Hsp70 promoter luciferase reporter, luminescence; scaled: vehicle 0, proteasome-inhibitor control 100%; 0.04% of 200,000 active; AID 1203;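 active = activation above the mean across all tested compounds plus 3 SD, cutoff set per campaign, cut at about 5.5% in these data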;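 also: 100% = MG132 at 30 µM as the positive control and 0% = DMSO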
STAT1 inh: reduces IFN-gamma driven STAT1 reporter signal; NIH 3T3 STAT1-luciferase reporter, luminescence; inhibition, % at 5.5 µM; 0.35% of 200,000 active; AID 920;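 active = inhibition above a set limit, the mean inhibition across all tested compounds plus 3 SD, cut at about 34% in these data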;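 also: 0% = IFN-gamma with DMSO and 100% = IFN-gamma with 300 µM nifuroxazide; values of inactives mirror those of a sister screen read the other way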
TLR4 MyD88 comp: blocks binding of human TLR4 to MyD88. O00206+Q99836. HeLa CL3-4 TLR4/MyD88 BLA complementation, FRET ratio. inhibition, % at 8.4 µM. 0.18% of 200,000 active. AID 861; in the data active = inhibition above about 25%;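 also: 0% = vehicle and 100% = reference inhibitor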
Target sequence (O00206 whole entry, looked up): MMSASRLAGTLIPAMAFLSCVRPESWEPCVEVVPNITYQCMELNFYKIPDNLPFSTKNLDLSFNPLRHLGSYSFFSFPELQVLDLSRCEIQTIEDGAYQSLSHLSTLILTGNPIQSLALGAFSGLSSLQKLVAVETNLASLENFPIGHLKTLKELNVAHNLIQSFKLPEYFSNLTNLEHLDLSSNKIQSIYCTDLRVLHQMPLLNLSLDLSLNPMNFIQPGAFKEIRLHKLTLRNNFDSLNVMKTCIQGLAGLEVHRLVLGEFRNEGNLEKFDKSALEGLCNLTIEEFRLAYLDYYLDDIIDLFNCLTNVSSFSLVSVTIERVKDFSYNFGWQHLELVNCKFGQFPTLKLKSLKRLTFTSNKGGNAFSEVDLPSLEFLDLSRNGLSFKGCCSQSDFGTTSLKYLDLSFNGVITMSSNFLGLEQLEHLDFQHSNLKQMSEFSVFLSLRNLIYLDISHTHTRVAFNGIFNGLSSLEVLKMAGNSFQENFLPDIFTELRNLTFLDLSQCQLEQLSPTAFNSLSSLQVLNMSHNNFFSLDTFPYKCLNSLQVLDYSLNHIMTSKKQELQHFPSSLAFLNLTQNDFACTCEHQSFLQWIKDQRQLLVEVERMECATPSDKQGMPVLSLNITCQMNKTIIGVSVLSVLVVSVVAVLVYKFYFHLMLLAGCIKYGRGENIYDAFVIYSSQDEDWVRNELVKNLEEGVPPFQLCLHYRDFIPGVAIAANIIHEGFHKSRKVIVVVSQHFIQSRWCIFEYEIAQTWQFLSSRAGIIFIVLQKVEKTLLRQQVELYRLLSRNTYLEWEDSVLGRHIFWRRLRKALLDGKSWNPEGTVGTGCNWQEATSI
Target sequence (Q99836 whole entry, looked up): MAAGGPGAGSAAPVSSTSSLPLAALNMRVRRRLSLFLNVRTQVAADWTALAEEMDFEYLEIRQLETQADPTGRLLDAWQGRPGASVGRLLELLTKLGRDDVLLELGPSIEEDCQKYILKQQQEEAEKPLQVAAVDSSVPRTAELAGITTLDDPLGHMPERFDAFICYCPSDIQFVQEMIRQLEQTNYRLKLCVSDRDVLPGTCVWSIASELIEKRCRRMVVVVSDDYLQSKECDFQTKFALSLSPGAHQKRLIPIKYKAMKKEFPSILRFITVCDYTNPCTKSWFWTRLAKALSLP
Diaph act CS: counter-screen for diaphorase-based assays: diaphorase activators and chemical reducers | Diaphorase/resazurin coupled assay, resorufin fluorescence, 16 min; hits give high values; 1 = vehicle wells, 0 = NADH-free wells | activation factor at 20 µM | 0.005% of 190,000 active;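 active = diaphorase activity raised at least twofold by the compound at 20 µM; inactive = activation factor below 2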
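Assay system: Purified diaphorase enzyme from Clostridium kluyveri | Amount: Enzyme 0.07 U/mL final | Dosing: Compound 20 µM once, DMSO 1% | Timing: 16 min reaction at room temperature | Detection: Fluorescence, excitation 544 nm and emission 590 nm | Evaluation: Higher resorufin formation from activation or reduction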
STAT1 activator: STAT1 signaling activation. NIH 3T3 STAT1-luciferase reporter, IFN-gamma, luminescence; 100% = IFN-gamma alone, no compound. activation (% of control), % at 5.5 µM. 2.6% of 200,000 active. AID 932;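 active = activation above the screen-wide mean activation plus 3 SD, cut at about 130% in these data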;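 also: raw ratio to IFN-gamma control signal so 100% means no change and 0% no light; values of inactives mirror those of a sister screen read the other way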
APP transl inh: APP translation inhibition | AID 1285 | inhibition, % at 2 µM | SH-SY5Y APP 5'UTR-luciferase reporter, luminescence | 0.82% of 190,000 active;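 active = inhibition above a set limit, derived from the sample mean plus 3 SD, cut at about 45% in these data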; also: values of inactives mirror those of a sister screen read the other way
G6PDH counter: counter-screen for G6PDH assay hits: L. mesenteroides G6PDH inhibition | Purified L. mesenteroides G6PDH, diaphorase/resazurin coupled fluorescence, 45 min | inhibition, % at 5 µM | 0.12% of 200,000 active | AID 1020; in the data active = inhibition above about 50%
STAT3 activator: increases IL-6 driven STAT3 reporter signal; activation (% of control), % at 5.6 µM; U3A cells, IL-6 STAT3-luciferase reporter, luminescence; 100% = signal with IL-6 EC80 alone; AID 871; 0.91% of 190,000 active;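 active = activation above the screen-wide mean of compound activation plus 3 SD, cut at about 130% in these data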;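 also: 0% = background luminescence of wells with medium and substrate only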
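System – human U3A cells carrying STAT3-luciferase construct · Probe or stimulus – Interleukin-6, 33 ng/mL · Schedule – compound 1 h, then IL-6 6 h at 37 °C · Signal – luminescence from STAT3-driven luciferase reporter · Evaluation – percent of IL-6-only median luminescence · Benchmarks – IL-6-only high control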
Numbers without * were called inactive; x = no result given.

SMILES	Diaphorase inh	STAT3 blocker	Hsp70 activator	STAT1 inh	TLR4 MyD88 comp	Diaph act CS	STAT1 activator	APP transl inh	G6PDH counter	STAT3 activator
CCOCC(=O)Nc1nc2ccccc2s1	3	-12	0.1	-32	13	1	128	-24	-2	113
O=C(CSc1ccccn1)Nc1nc2ccccc2s1	5	10	-0.2	-14	7	0.9	112	-1	-10	92
COc1ccc(CNCCNC(=O)c2nonc2N)cc1OC	5	8	-0.3	2	-19	1	98	-7	-1	96
COc1cc(Nc2nc3ccccc3n3nnnc23)cc(OC)c1OC	10	16	-0.1	-9	-1	0.9	108	-3	3	94
COc1cc2c(cc1OC)CN(C(=O)CSc1nnc3scc(-c4ccccc4)n13)CC2	25	8	0.0	7	-4	0.8	94	-19	8	93
S=C(NCCN1CCOCC1)Nc1cccc(Cl)c1	23	2	-0.3	-1	-3	0.8	100	-17	-1	99
COc1cc2c(cc1OC)CN(CC(=O)Nc1cccc(C)c1)CC2	-11	-1	-0.4	4	19	1.1	97	-7	9	104
COc1cc(Br)cc(CNc2ccc(F)c([N+](=O)[O-])c2)c1O	10	13	-0.1	1	6	0.9	100	-4	2	96
CC(C)(C)NC(=O)NC(=O)COC(=O)Cn1cnc2ccccc2c1=O	3	-2	-0.2	-9	-7	1	106	-8	4	103
CCOC(=O)c1c(NC(=O)CSc2nnc(-c3ccco3)o2)sc(C(C)=O)c1C	19	-2	-0.3	19	-3	0.8	83	0	0	102
COc1ccc2c(c1)C1CC(C)(NC(=O)C1S(=O)(=O)c1ccc(F)cc1)O2 (centres undefined)	15	-6	-0.2	5	-6	0.9	95	-6	10	100
CC(C)NC(=O)C1CCN(C(=O)N(C)C)CC1	6	6	-0.2	7	14	0.9	94	9	9	99
Cc1cc(C(=O)N/N=C/c2ccc(OCc3ccccc3)cc2)c(C)o1	16	0	0.0	-8	3	0.8	108	3	-5	102
Cc1ccc(NC(=O)Cc2ncc(C(F)(F)F)cc2Cl)cc1Cl	9	15	-0.3	2	5	0.9	98	-28	3	93
O=C(NCc1ccco1)c1ccccc1Br	14	-3	-0.4	4	12	0.9	97	8	1	106
O=C(CCn1cccc1)Nc1ccc(F)cc1	3	-2	-0.1	-6	11	1	106	-12	7	99
FC(F)(F)c1nc2ccccc2n2c(-c3c(Cl)cccc3Cl)nnc12	15	12	-0.2	14	-4	0.9	89	29	7	98
COc1ccccc1N(CC(O)Cn1ccnc1C)S(=O)(=O)c1ccccc1 (centres undefined)	0	-5	-0.2	-4	-1	1	104	9	7	104
COc1cccc2cc(C(=O)N3CCN(C/C=C/c4ccccc4)CC3)c(=O)oc12	3	9	-0.1	5	-7	1	95	-15	-7	93
N#CCc1c(C#N)c(N)nc(N2CCCC(CO)C2)c1C#N (centres undefined)	19	14	-0.1	8	10	0.8	91	4	13	94
COc1ccc(C2C=C(c3ccccc3)Nc3nnnn32)cc1 (centres undefined)	17	15	0.0	-3	1	0.8	103	-14	7	92
CC(C)(c1ccccc1)c1ccc(OCC(O)CNC2CCN(Cc3ccccc3)CC2)cc1 (centres undefined)	1	1	-0.3	0	-1	1	100	6	-7	100
COCCn1c(SCC(=O)NNC(=O)c2ccc(OC)c(OC)c2)nc2ccccc2c1=O	6	12	-0.3	-2	-5	0.9	100	15	9	92
Clc1cccc(NC2=NCCC2)c1	10	-8	-0.1	3	-6	0.9	98	-6	-6	107
Cc1ccc(S(=O)(=O)c2c(COC(=O)c3cccc(Cl)c3)c(-c3ccccc3)nn2C)cc1	13	5	-0.1	-1	0	0.9	101	1	2	100
Cc1ccc(C(=O)CNc2ccc(F)cc2)cc1	9	8	-0.1	-12	-6	0.9	111	-6	-3	93
CCOCCCNCc1c(Cl)cccc1Cl	11	4	-0.5	-8	4	0.9	107	-5	8	98
CCOC(=O)c1ccc(C(=O)OCC)c(NC(=S)Nc2ccc([N+](=O)[O-])cc2OC)c1	27	20	-0.6	-15	3	0.7	113	-23	-16	85
Cc1noc(C)c1S(=O)(=O)Nc1c(C)n(C)n(-c2ccccc2)c1=O	6	-5	-0.1	-10	-15	0.9	106	17	5	104
O=C(NCc1ccc(N2CCCC2=O)cc1)c1cn(Cc2ccccc2)nn1	13	11	-0.4	4	-6	0.9	95	-9	4	95
CCCN(CCC)c1c([N+](=O)[O-])c(=O)oc2ccccc12	10	6	-0.1	5	-16	0.9	95	12	-10	97
Cc1c(Cl)cccc1NC(=O)CN1CCC(NC(=O)C2CCCCC2)CC1	10	2	-0.3	4	-2	0.9	97	-13	0	102
CCCCOC(=O)C(C)Nc1n[nH]c(=O)[nH]c1=O (centres undefined)	13	6	0.1	-9	-4	0.9	108	29	-1	102
Cc1csc(SCC(=O)Nc2ccc(S(=O)(=O)N3CCCC3)cc2)n1	22	12	-0.3	-2	-5	0.8	102	-6	16	97
Cn1c(=O)c2[nH]c(CNCc3ccccc3Cl)nc2n(C)c1=O	-1	11	-0.2	8	-10	1	93	4	6	96
CCOc1cccc(Oc2ncccc2C(=O)/C(C#N)=C/N(C)C)c1	2	-5	-0.3	-5	3	1	105	9	7	107
O=S1(=O)CCC(n2ncc3c2/C(=C/c2ccccc2)CC3)C1 (centres undefined)	23	-3	-0.4	-6	0	0.8	104	11	0	108
CCOc1ccc(C(=O)NCCCN(CC)CC)cc1	21	2	-0.4	-5	-4	0.8	106	-25	10	103
CCCOC(=O)c1c(NC(=O)C2CCCO2)sc(C(=O)OC)c1C (centres undefined)	-2	14	-0.2	8	8	1	93	-6	7	92
CCOC(=O)Nc1ccc([N+](=O)[O-])cc1C	13	7	-0.5	2	-8	0.9	98	17	-5	93
N#Cc1c(N)n(-c2ccccc2)c(=O)c2cc([N+](=O)[O-])ccc12	20	9	-0.2	-1	-10	0.8	100	8	10	98
O=C(c1ccco1)N1CCN(CCCCN2C(=O)c3ccccc3C2=O)CC1	-6	18	-0.2	-3	6	1.1	103	-1	4	91
CCC(C(=O)NC1CCCCC1)N(CC1CCCO1)C(=O)CNS(=O)(=O)c1ccc(OC)cc1 (centres undefined)	29	-1	-0.2	5	-9	0.7	96	7	4	105
COc1cc(/C=C/C(=O)OCC(=O)NCc2ccco2)ccc1OCC#N	-10	0	0.8	-1	1	1.1	100	-9	2	102
O=S(=O)(NCc1ccccn1)c1ccc2c(c1)OCCO2	18	4	-0.2	-9	6	0.8	108	5	5	96
CC(C)(C)[C@@H]1C=C(C(=O)N2CCN(Cc3ccccc3)CC2)O[C@H](OCc2ccc(CO)cc2)C1	26	x	-0.4	9	-2	0.7	93	-3	13	x
CCC(C)(C)n1nnnc1C(c1cccnc1)N1CCN(c2cccc(C(F)(F)F)c2)CC1 (centres undefined)	11	-6	-0.1	4	-1	0.9	97	9	9	110
O=c1[nH]c(/C=C/c2ccc3c(c2)OCO3)c([N+](=O)[O-])c(=O)[nH]1	17	-10	0.1	8	1	0.8	92	9	6	109
COc1ccc(Cl)cc1-c1nc(-c2ccc(NC(=O)c3cccs3)cc2)no1	8	-8	-0.3	-33	0	0.9	129*	-40	-2	109
COc1ccc2ccccc2c1/C=N/O	-14	6	0.0	-5	13	1.1	104	5	-1	100
Cc1ccccc1NC(=O)CN1C(=O)C2C3CC(C(Br)C3Br)C2C1=O (centres undefined)	16	-6	-0.3	-6	6	0.8	105	2	7	101
Cc1cc(N2CCN(c3ccc(F)cc3)CC2)nc2cc(O)ccc12	14	25	-0.1	-4	3	0.9	104	-4	3	86
Clc1ccc(Nc2nc(-c3cccnc3)cs2)cc1	10	-104	0.1	-18	-3	0.9	116	-47	2	192*
Cc1cccc(C)c1NC(=O)CN1CCNCC1	7	2	-0.4	-1	7	0.9	101	7	-2	102
COc1ccccc1/C=C/C(=O)NC(=S)NC(C)C	5	4	-0.3	-6	5	0.9	105	2	13	100
N#CCSc1nc2ccc(N3CCCCC3)cc2c(=O)n1Cc1ccccc1	24	6	-0.1	-5	-1	0.8	105	-14	19	100
Cn1c(Cn2c(=O)sc3ccccc32)nnc1SCC(=O)Nc1cccc(F)c1	13	0	-0.3	2	6	0.9	99	4	-6	100
Cc1ccc(F)cc1NC(=O)C1CCN(c2cnccn2)CC1	24	5	-0.3	-4	-4	0.8	104	-5	1	98
COc1cccc(CNCCSc2nnnn2C)c1	-10	8	-0.5	2	4	1.1	98	-4	8	98
S=C(Nc1ccccc1Cl)N(Cc1cccnc1)Cc1ccco1	12	16	0.0	7	-8	0.9	92	24	10	92

Some of the entries so far, with two lines to a compound:
Each structure is followed by: Diaphorase inh | STAT3 blocker | Hsp70 activator | STAT1 inh | TLR4 MyD88 comp | Diaph act CS | STAT1 activator | APP transl inh | G6PDH counter | STAT3 activator
Cc1cc(N2CCN(c3ccc(F)cc3)CC2)nc2cc(O)ccc12
→ 14 | 25 | -0.1 | -4 | 3 | 0.9 | 104 | -4 | 3 | 86
Clc1ccc(Nc2nc(-c3cccnc3)cs2)cc1
→ 10 | -104 | 0.1 | -18 | -3 | 0.9 | 116 | -47 | 2 | 192*
Cc1cccc(C)c1NC(=O)CN1CCNCC1
→ 7 | 2 | -0.4 | -1 | 7 | 0.9 | 101 | 7 | -2 | 102
COc1ccccc1/C=C/C(=O)NC(=S)NC(C)C
→ 5 | 4 | -0.3 | -6 | 5 | 0.9 | 105 | 2 | 13 | 100
N#CCSc1nc2ccc(N3CCCCC3)cc2c(=O)n1Cc1ccccc1
→ 24 | 6 | -0.1 | -5 | -1 | 0.8 | 105 | -14 | 19 | 100

(further entries)
SMILES	Diaphorase inh	STAT3 blocker	Hsp70 activator	STAT1 inh	TLR4 MyD88 comp	Diaph act CS	STAT1 activator	APP transl inh	G6PDH counter	STAT3 activator
Cc1cc(=O)oc(C)c1C(=O)OCC(=O)c1ccc(Cl)cc1	5	32	-0.2	9	0	1	92	-10	4	75
COc1ccc(N(CC(=O)NCc2ccccc2OC)S(=O)(=O)c2ccccc2[N+](=O)[O-])c(OC)c1	27	-8	-0.2	4	-2	0.7	94	-4	12	110
Cc1cc(=O)oc(C)c1C(=O)Nc1ccc(Cl)cn1	12	-6	-0.2	1	0	0.9	99	8	-5	107
O=C1CCCC(=O)C1CS(=O)(=O)c1ccccc1	-5	9	0.0	-9	-4	1	108	-7	9	94
CCOC(=O)C1=C(N)Oc2cc(O)ccc2C1c1cccnc1 (centres undefined)	12	22	-0.3	22	-5	0.9	80	-3	7	86
Cc1ccc(-c2noc(CCC(=O)Nc3ccc4c(c3)OCO4)n2)cc1	15	-5	-0.1	2	-5	0.8	98	-9	6	106
CC(N)=Nc1ccc([N+](=O)[O-])cc1	12	0	0.0	-5	-27	0.9	104	-2	2	100
CCOC(=O)C(=O)Nc1ccccc1C#N	-2	-4	0.3	-5	-10	1	104	2	-1	112
CC(=O)Nc1ccc2nc(SCC(=O)NCCOc3ccccc3)sc2c1	-2	4	0.1	2	-7	1	97	0	-4	98
